TcdB GH inh = TcdB glycohydrolase inhibition; 350,000 tested, 0.24% active; inhibition, % at 9.99 µM; AID 652162; TcdB glycohydrolase enzymatic assay, plate reader; P18177; in the data active = inhibition above about 10%
Target sequence (P18177 whole entry, looked up): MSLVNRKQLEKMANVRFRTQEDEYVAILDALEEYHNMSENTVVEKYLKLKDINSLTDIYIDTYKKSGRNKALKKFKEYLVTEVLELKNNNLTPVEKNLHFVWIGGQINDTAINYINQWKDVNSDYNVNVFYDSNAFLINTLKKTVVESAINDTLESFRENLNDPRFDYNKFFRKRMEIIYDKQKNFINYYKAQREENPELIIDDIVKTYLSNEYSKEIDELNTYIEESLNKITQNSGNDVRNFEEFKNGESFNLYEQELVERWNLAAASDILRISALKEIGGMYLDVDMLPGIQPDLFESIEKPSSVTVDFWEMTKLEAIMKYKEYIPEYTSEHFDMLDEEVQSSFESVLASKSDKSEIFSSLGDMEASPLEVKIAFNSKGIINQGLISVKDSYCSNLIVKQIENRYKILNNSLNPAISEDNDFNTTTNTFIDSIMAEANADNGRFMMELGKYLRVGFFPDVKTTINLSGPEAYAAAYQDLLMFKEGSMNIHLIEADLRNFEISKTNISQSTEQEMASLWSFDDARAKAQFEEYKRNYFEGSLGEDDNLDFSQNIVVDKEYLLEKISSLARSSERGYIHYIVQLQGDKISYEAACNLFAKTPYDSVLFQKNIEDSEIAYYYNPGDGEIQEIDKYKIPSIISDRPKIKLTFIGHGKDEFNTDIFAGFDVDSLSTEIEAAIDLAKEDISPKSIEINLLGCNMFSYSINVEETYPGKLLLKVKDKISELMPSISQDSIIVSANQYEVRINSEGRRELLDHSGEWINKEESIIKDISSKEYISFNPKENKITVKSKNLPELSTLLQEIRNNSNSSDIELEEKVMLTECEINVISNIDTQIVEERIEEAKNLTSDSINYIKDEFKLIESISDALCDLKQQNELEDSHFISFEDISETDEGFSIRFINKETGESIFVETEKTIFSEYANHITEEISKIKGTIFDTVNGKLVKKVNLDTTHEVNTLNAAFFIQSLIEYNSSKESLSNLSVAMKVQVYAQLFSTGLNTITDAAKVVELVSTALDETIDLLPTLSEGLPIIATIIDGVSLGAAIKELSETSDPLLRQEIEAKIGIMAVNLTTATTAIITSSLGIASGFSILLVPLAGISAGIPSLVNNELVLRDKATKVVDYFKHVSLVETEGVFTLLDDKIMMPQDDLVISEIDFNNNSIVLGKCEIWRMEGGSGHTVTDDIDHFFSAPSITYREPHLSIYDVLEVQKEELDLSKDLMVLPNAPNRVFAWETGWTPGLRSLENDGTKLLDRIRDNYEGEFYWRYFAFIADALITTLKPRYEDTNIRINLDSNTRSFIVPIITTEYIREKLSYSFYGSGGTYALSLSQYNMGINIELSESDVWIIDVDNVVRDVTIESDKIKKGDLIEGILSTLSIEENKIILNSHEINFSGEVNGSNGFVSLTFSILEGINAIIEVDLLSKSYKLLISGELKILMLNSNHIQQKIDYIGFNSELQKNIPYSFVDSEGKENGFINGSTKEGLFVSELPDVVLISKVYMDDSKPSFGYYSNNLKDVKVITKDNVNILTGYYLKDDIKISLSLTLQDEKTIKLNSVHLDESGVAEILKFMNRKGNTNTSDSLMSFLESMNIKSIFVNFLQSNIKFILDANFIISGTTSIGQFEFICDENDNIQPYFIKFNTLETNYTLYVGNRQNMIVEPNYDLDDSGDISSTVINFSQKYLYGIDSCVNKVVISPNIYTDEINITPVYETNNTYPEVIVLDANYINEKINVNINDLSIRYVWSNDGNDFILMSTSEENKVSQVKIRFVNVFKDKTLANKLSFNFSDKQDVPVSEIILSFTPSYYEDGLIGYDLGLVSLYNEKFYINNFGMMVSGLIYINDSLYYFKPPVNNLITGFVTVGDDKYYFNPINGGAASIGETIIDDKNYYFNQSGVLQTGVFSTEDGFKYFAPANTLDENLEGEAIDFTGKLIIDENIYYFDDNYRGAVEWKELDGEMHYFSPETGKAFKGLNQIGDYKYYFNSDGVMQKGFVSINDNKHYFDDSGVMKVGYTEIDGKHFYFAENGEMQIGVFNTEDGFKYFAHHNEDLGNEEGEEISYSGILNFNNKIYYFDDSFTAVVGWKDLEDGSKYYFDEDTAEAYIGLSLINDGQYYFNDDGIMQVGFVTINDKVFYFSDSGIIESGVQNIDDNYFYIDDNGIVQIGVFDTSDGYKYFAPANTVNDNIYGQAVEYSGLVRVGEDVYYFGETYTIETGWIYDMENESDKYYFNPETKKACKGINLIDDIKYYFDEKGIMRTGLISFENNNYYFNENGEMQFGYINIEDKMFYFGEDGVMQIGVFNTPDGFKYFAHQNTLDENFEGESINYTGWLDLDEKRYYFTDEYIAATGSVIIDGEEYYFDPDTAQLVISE
An asterisk follows results filed as active; & = joins results of further samples. An excerpt; the hit share may differ from the screen's.

SMILES	TcdB GH inh
Cc1noc(C)c1S(=O)(=O)Nc1ccc2c(c1)C(=O)N([C@@H](C)CO)C[C@@H](C)[C@@H](CN(C)C)OCCCC[C@H](C)O2	-2.0
CC(=O)N1[C@@H]2Cn3c(ccc(-c4cccc(F)c4)c3=O)[C@H]1[C@@H](C(=O)NCC1CC1)[C@@H]2CO	-0.8
CC(C)NC(=O)N1C[C@@H]2[C@H](c3ccccc31)[C@@H](CO)N2C(=O)C1CCCC1	-0.1
O=C(CN1CCOCC1)NCC[C@@H]1CC[C@@H](NS(=O)(=O)c2ccc(Cl)cc2)[C@H](CO)O1	0.5
C[C@H](CO)N1C[C@H](C)[C@@H](CN(C)S(C)(=O)=O)Oc2ccc(NC(=O)C3CC3)cc2CC1=O	0.3
CO[C@H]1CN(C)C(=O)c2cc(NS(=O)(=O)c3cn(C)cn3)ccc2OC[C@@H](C)N(CCC(F)(F)F)C[C@@H]1C	-1.3
CCC(=O)Nc1ccc2c(c1)C(=O)N(C)[C@H]1CC[C@@H](CC(=O)NCc3ccccc3)O[C@H]1CO2	-1.7
O=C(c1ccc(F)cc1)N1CC(=O)N2[C@H](CO)[C@H](c3ccc(-c4ccccc4)cc3)[C@@H]2C1	-1.9
C[C@@H](NC(=O)C[C@H]1CC[C@@H](NC(=O)c2cccnc2)[C@@H](CO)O1)c1ccccc1	0.0
C[C@H](CO)N1C[C@H](C)[C@@H](CN(C)Cc2ccncc2)Oc2ncc(-c3cncnc3)cc2C1=O	0.4
Cc1noc(C)c1S(=O)(=O)Nc1cccc2c1O[C@@H](CN(C)S(=O)(=O)c1cn(C)cn1)[C@@H](C)CN([C@@H](C)CO)C2=O	0.1
CO[C@@H]1CN(C)C(=O)c2ccc(NS(=O)(=O)c3ccccc3F)cc2OC[C@H](C)NC[C@H]1C	-1.3
Cc1noc(C)c1NC(=O)N(C)C[C@@H]1OCCCC[C@@H](C)Oc2ccc(NC(=O)NC(C)C)cc2C(=O)N([C@H](C)CO)C[C@H]1C	-0.1
O=C(C[C@@H]1CC[C@H](NC(=O)c2cccc(F)c2)[C@@H](CO)O1)NCCN1CCCC1	-0.2
C[C@@H]1CN([C@H](C)CO)C(=O)c2cc(C#CC3CCCC3)cnc2O[C@@H]1CN(C)C(=O)C1CC1	1.3
C=CCN1Cc2ccccc2[C@@H]2OC(c3ccc(OCCCO)cc3)=N[C@]2(Cc2ccccc2)C1=O	-0.5
CNC[C@H]1Oc2ccc(NC(=O)c3ccncc3)cc2C(=O)N([C@H](C)CO)C[C@@H]1C	-0.7
C[C@@H]1CN([C@H](C)CO)C(=O)c2cccc(N(C)C)c2O[C@H]1CN(C)Cc1ccncc1	0.0
O=C(C[C@@H]1CC[C@@H](NC(=O)Nc2ccc(C(F)(F)F)cc2)[C@@H](CO)O1)NCCN1CCCC1	1.6
CCCC(=O)Nc1ccc2c(c1)C(=O)N(C)[C@H]1CC[C@@H](CC(=O)Nc3cn(C)nc3C)O[C@H]1CO2	-0.2
CO[C@H]1CN(C)C(=O)c2ccc(NC(=O)Nc3ccccc3)cc2OC[C@@H](C)N(C(=O)CC2CC2)C[C@H]1C	2.2
Cc1ccc(S(=O)(=O)Nc2ccc3c(c2)CC(=O)N([C@@H](C)CO)C[C@@H](C)[C@H](CN(C)S(C)(=O)=O)O3)cc1	-11
CC(=O)N(C)C[C@@H]1Oc2ncc(C#C[C@H](C)O)cc2C(=O)N([C@@H](C)CO)C[C@@H]1C	0.5
C[C@@H]1CN([C@H](C)CO)C(=O)c2cc(-c3ccncc3)cnc2O[C@@H]1CN(C)C(=O)NC1CCCC1	-1.4
COc1ccc2c3c([nH]c2c1)[C@H](CO)N(C(=O)C1CCC1)CC31CN(C)C1	-0.6
Following part.
SMILES	TcdB GH inh
Cc1ccc(S(=O)(=O)Nc2ccc3c(c2)C(=O)N([C@@H](C)CO)C[C@@H](C)[C@@H](CN(C)C(=O)CCCN(C)C)OCCCC[C@@H](C)O3)cc1	-0.4
CNC(=O)C[C@@H]1CC[C@H]2[C@@H](COc3ccc(NC(=O)c4cccc(F)c4)cc3C(=O)N2C)O1	-0.2&-0.5
COCC(=O)N1CC(=O)N2[C@H](CO)[C@H](c3ccc(C4=CCCC4)cc3)[C@@H]2C1	0.0
CCCNC(=O)N1[C@H](C#N)[C@@H](c2ccc(-c3cccnc3)cc2)[C@H]1CO	0.3
COc1ccc(NC(=O)N(C)C[C@@H]2Oc3ccc(NC(=O)c4ccncc4)cc3CC(=O)N([C@H](C)CO)C[C@@H]2C)cc1	2.8
CCCN(C)C[C@@H]1OCCCC[C@H](C)Oc2ccc(NC(=O)Cc3ccccc3)cc2C(=O)N([C@H](C)CO)C[C@@H]1C	0.7
C[C@H]1CN([C@@H](C)CO)C(=O)c2ccccc2-c2ccccc2CO[C@@H]1CN(C)Cc1cccnc1	-1.7
CO[C@@H](CN(C)C(=O)c1cc(Cl)cc(Cl)c1)[C@H](C)CN(C(=O)Nc1ccc(F)cc1)[C@@H](C)CO	-0.4
O=C(Nc1ccc(C(F)(F)F)cc1)N[C@@H]1C=C[C@@H](CC(=O)N2CCCCC2)O[C@H]1CO	0.8
N#C[C@@H]1[C@H](c2ccc(C#CC3CCCC3)cc2)[C@H](CO)N1S(=O)(=O)c1ccccc1	0.4
C[C@@H]1CN([C@@H](C)CO)S(=O)(=O)c2ccc(-c3cncnc3)cc2O[C@H]1CN(C)Cc1ccncc1	1.1
C[C@@H]1CN([C@@H](C)CO)C(=O)c2cc(C#CCN(C)C)cnc2O[C@@H]1CN(C)C(=O)c1ccc(F)cc1	-0.6
O=C(C[C@H]1CC[C@H](NC(=O)CCN2CCCCC2)[C@H](CO)O1)Nc1ccc(-c2ccccc2)cc1	1.0
C[C@H]1CN([C@@H](C)CO)C(=O)c2cccc(NC(=O)C3CCOCC3)c2O[C@H]1CN(C)S(=O)(=O)c1cn(C)cn1	0.8
O=C(CN1CCOCC1)NCC[C@@H]1CC[C@H](NC(=O)c2ccc3c(c2)OCO3)[C@@H](CO)O1	0.3
CCN1C[C@@H](C)[C@H](OC)CN(C)C(=O)c2ccc(NC(=O)c3ccno3)cc2OC[C@H]1C	0.7
C[C@H]1CCCCO[C@H](CN(C)C(=O)Nc2ccc(F)cc2)[C@@H](C)CN([C@@H](C)CO)C(=O)c2cc(NC(=O)Nc3ccccc3)ccc2O1	0.4
CCCNC(=O)[C@H]1[C@H](CO)[C@H]2Cn3c(cccc3=O)[C@H]2N1Cc1ccccn1	-0.6
CCCNC(=O)N(C)C[C@@H]1Oc2ncc(C#CC3CC3)cc2C(=O)N([C@H](C)CO)C[C@H]1C	-2.1
O=C(NCC[C@H]1CC[C@@H](NC(=O)C2CCCCC2)[C@H](CO)O1)Nc1ccc(Cl)cc1	-2.5
O=C(C[C@@H]1CC[C@@H](NC(=O)C2CC2)[C@H](CO)O1)NCC1CC1	-3.0
O=C1O[C@@H](c2ccccc2)[C@@H](c2ccccc2)N2[C@@H](c3ccc(OCCO)cc3)[C@]3(C(=O)Nc4ccc(C#CC5(O)CCCCCC5)cc43)[C@@H](C(=O)N3CCCCCCC3)[C@H]12	-0.8
O=C(c1cccnc1)N1CC(=O)N2[C@H](CO)[C@@H](c3ccc(-c4ccc(F)cc4)cc3)[C@H]2C1	-0.7
COc1ccc(CN(C)C[C@H]2Oc3c(NC(=O)c4cc(C)nn4C)cccc3C(=O)N([C@H](C)CO)C[C@@H]2C)cc1	-0.9
C[C@H](CO)N1C[C@H](C)[C@@H](CN(C)Cc2ccc(C(=O)O)cc2)Oc2ccc(NC(=O)CCN3CCOCC3)cc2C1=O	-0.5
The list goes on:
SMILES	TcdB GH inh
CO[C@H]1CN(C)C(=O)c2cc(NC(=O)C3CCOCC3)ccc2OC[C@@H](C)N(Cc2nccs2)C[C@H]1C	0.6
Cc1ccc(S(=O)(=O)Nc2ccc3c(c2)C(=O)N([C@@H](C)CO)C[C@H](C)[C@H](CN(C)C(=O)NC2CCCCC2)O3)cc1	4.5
C[C@@H]1CN([C@H](C)CO)C(=O)c2cccc(NC(=O)c3cnccn3)c2O[C@@H]1CN(C)Cc1ccc(C(=O)O)cc1	-2.9
C[C@@H](NC(=O)C[C@H]1C=C[C@H](NC(=O)c2cccnc2)[C@H](CO)O1)c1ccccc1	-5.1
CO[C@H]1CN(C)C(=O)c2cc(NC(=O)CC(F)(F)F)ccc2OC[C@H](C)N(C(=O)C2CC2)C[C@@H]1C	1.5
CNC[C@H]1OCCCC[C@@H](C)Oc2ccc(NC(=O)Nc3cccc4ccccc34)cc2C(=O)N([C@@H](C)CO)C[C@H]1C	-0.1
COCC#Cc1ccc2c(c1)O[C@H](CN(C)C(=O)C1CCOCC1)[C@H](C)CN([C@H](C)CO)S2(=O)=O	0.5
COc1ccc(NC(=O)Nc2ccc3c(c2)[C@H]2C[C@H](CC(=O)NCc4ccccc4F)O[C@H](CO)[C@H]2O3)cc1	0.4
O=C(C[C@H]1C[C@H]2c3cc(NS(=O)(=O)c4ccccc4)ccc3O[C@H]2[C@H](CO)O1)NC1CCCCC1	1.1
CNC[C@@H]1Oc2c(NC(=O)NC(C)C)cccc2C(=O)N([C@@H](C)CO)C[C@H]1C	-0.5
CC(C)NC(=O)Nc1ccc2c(c1)C(=O)N([C@@H](C)CO)C[C@H](C)[C@H](CN(C)C(=O)Nc1ccc(C(F)(F)F)cc1)O2	2.2
C[C@@H]1CN([C@H](C)CO)C(=O)c2cc(C#Cc3ccccc3F)cnc2O[C@H]1CN(C)C(=O)Cc1ccncc1	-11
O=C(C[C@@H]1C=C[C@H](NC(=O)Cc2cccnc2)[C@H](CO)O1)Nc1ccc(-c2ccccc2)cc1	0.1
COC(=O)C[C@@H]1CC[C@H]2[C@@H](COc3ccc(NC(=O)c4ccc(F)c(F)c4)cc3C(=O)N2C)O1	-0.4
CN(C)C(=O)c1cccc(-c2ccc(C3[C@@H]4CN(Cc5ccc6c(c5)OCO6)C[C@H]3N4)cc2)c1 (some centres undefined)	-0.3
COc1ccc(CN(C)C[C@@H]2OCCCC[C@@H](C)Oc3ccc(NC(=O)c4ccncc4)cc3C(=O)N([C@@H](C)CO)C[C@@H]2C)cc1	-1.1
COc1ccc(NC(=O)N(C)C[C@@H]2Oc3ccc(NC(=O)c4ccncc4)cc3C(=O)N([C@H](C)CO)C[C@@H]2C)cc1	-0.9
O=C(Nc1ccccc1)N1C[C@H]2[C@@H](c3ccccc31)[C@H](CO)N2C(=O)c1cccnc1	-0.7
C[C@@H]1CN([C@H](C)CO)S(=O)(=O)c2ccc(-c3cccc(F)c3)cc2O[C@H]1CN(C)S(C)(=O)=O	1.2

3 neighbouring records out of the list so far, for reference:
SMILES	TcdB GH inh
CO[C@H]1CN(C)C(=O)c2cc(NC(=O)C3CCOCC3)ccc2OC[C@@H](C)N(Cc2nccs2)C[C@H]1C	0.6
Cc1ccc(S(=O)(=O)Nc2ccc3c(c2)C(=O)N([C@@H](C)CO)C[C@H](C)[C@H](CN(C)C(=O)NC2CCCCC2)O3)cc1	4.5
C[C@@H]1CN([C@H](C)CO)C(=O)c2cccc(NC(=O)c3cnccn3)c2O[C@@H]1CN(C)Cc1ccc(C(=O)O)cc1	-2.9

An excerpt of the results above, as a working copy:
SMILES	TcdB GH inh
CO[C@H]1CN(C)C(=O)c2cc(NC(=O)C3CCOCC3)ccc2OC[C@@H](C)N(Cc2nccs2)C[C@H]1C	0.6
Cc1ccc(S(=O)(=O)Nc2ccc3c(c2)C(=O)N([C@@H](C)CO)C[C@H](C)[C@H](CN(C)C(=O)NC2CCCCC2)O3)cc1	4.5
C[C@@H]1CN([C@H](C)CO)C(=O)c2cccc(NC(=O)c3cnccn3)c2O[C@@H]1CN(C)Cc1ccc(C(=O)O)cc1	-2.9
C[C@@H](NC(=O)C[C@H]1C=C[C@H](NC(=O)c2cccnc2)[C@H](CO)O1)c1ccccc1	-5.1
CO[C@H]1CN(C)C(=O)c2cc(NC(=O)CC(F)(F)F)ccc2OC[C@H](C)N(C(=O)C2CC2)C[C@@H]1C	1.5
CNC[C@H]1OCCCC[C@@H](C)Oc2ccc(NC(=O)Nc3cccc4ccccc34)cc2C(=O)N([C@@H](C)CO)C[C@H]1C	-0.1
COCC#Cc1ccc2c(c1)O[C@H](CN(C)C(=O)C1CCOCC1)[C@H](C)CN([C@H](C)CO)S2(=O)=O	0.5
COc1ccc(NC(=O)Nc2ccc3c(c2)[C@H]2C[C@H](CC(=O)NCc4ccccc4F)O[C@H](CO)[C@H]2O3)cc1	0.4
O=C(C[C@H]1C[C@H]2c3cc(NS(=O)(=O)c4ccccc4)ccc3O[C@H]2[C@H](CO)O1)NC1CCCCC1	1.1
CNC[C@@H]1Oc2c(NC(=O)NC(C)C)cccc2C(=O)N([C@@H](C)CO)C[C@H]1C	-0.5
CC(C)NC(=O)Nc1ccc2c(c1)C(=O)N([C@@H](C)CO)C[C@H](C)[C@H](CN(C)C(=O)Nc1ccc(C(F)(F)F)cc1)O2	2.2
C[C@@H]1CN([C@H](C)CO)C(=O)c2cc(C#Cc3ccccc3F)cnc2O[C@H]1CN(C)C(=O)Cc1ccncc1	-11
O=C(C[C@@H]1C=C[C@H](NC(=O)Cc2cccnc2)[C@H](CO)O1)Nc1ccc(-c2ccccc2)cc1	0.1
COC(=O)C[C@@H]1CC[C@H]2[C@@H](COc3ccc(NC(=O)c4ccc(F)c(F)c4)cc3C(=O)N2C)O1	-0.4
CN(C)C(=O)c1cccc(-c2ccc(C3[C@@H]4CN(Cc5ccc6c(c5)OCO6)C[C@H]3N4)cc2)c1 (some centres undefined)	-0.3
COc1ccc(CN(C)C[C@@H]2OCCCC[C@@H](C)Oc3ccc(NC(=O)c4ccncc4)cc3C(=O)N([C@@H](C)CO)C[C@@H]2C)cc1	-1.1
COc1ccc(NC(=O)N(C)C[C@@H]2Oc3ccc(NC(=O)c4ccncc4)cc3C(=O)N([C@H](C)CO)C[C@@H]2C)cc1	-0.9
O=C(Nc1ccccc1)N1C[C@H]2[C@@H](c3ccccc31)[C@H](CO)N2C(=O)c1cccnc1	-0.7
C[C@@H]1CN([C@H](C)CO)S(=O)(=O)c2ccc(-c3cccc(F)c3)cc2O[C@H]1CN(C)S(C)(=O)=O	1.2

Compound activity from PubChem.
